# Compound activity deposited in PubChem by several laboratories.
# ARFGAP1 inhibitor: rat ARFGAP1 inhibition; Arfgap1-stimulated ARF1 GTP hydrolysis, GDP FP detection; inhibition, % at 16.5 µM; 0.26% of 360,000 active; AID 651572;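 active = inhibition above a per-plate limit, mean inhibition of low control wells plus 3 SD, cut at about 25% in these data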;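 note: 0% = DMSO wells with enzyme and 100% = wells lacking Arfgap1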
#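 Material: rat Arfgap1 catalytic domain, aa 1-136; also added: human ARF1(Δ1-17)-GTP substrate; compound dosing: one concentration, 16.5 µM, DMSO 1.26%; incubation: GTP hydrolysis reaction 2 h at 25 °C; measured by: Tracer-displacement fluorescence polarization with EDTA stop, 620/688 nm; evaluation: % inhibition from polarization; repeats: one replicate per compound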
# SMARCA2 act: increases SMARCA2 function in MMTV reporter cells. MG213 cells, MMTV-luciferase reporter, dexamethasone, overnight. activation, % at 9.1 µM. 1% of 370,000 active. AID 652017; in the data active = activation above about 7.8%;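 note: 0% = vehicle wells and 100% = reference activator wells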
# ASAP1 inh: ASAP1 ArfGAP inhibition; Q9ULH1; ASAP1-stimulated ARF1 GTP hydrolysis, GDP FP detection; inhibition, % at 16.5 µM; 0.19% of 360,000 active; in the data active = inhibition above about 25%;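 note: 0% = vehicle with enzyme and substrate and 100% = no enzyme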
# Target sequence (Q9ULH1 325-724 limits assumed): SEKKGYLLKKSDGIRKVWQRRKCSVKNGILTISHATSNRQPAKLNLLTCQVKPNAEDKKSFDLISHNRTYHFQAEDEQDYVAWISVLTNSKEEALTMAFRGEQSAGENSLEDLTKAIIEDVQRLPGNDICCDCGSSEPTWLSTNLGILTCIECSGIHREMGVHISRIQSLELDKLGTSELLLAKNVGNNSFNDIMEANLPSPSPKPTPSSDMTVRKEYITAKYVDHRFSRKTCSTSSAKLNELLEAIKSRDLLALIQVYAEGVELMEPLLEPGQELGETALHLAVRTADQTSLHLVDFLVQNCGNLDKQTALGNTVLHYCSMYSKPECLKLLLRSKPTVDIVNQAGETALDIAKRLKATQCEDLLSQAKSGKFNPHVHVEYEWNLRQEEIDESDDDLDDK
# ABHD4 inh: inhibits mouse alpha/beta hydrolase domain 4. 0.54% of 370,000 active. AID 720543. Q8VD66. purified mABHD4, FP-Rh probe fluorescence polarization. inhibition, % at 8.92 µM;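 active = inhibition exceeding the mean over every tested compound plus 3 SD, cut at about 30% in these data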;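 note: 0% = plate median of compound wells and 100% = S159A mutant with DMSO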
#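 Test system: mABHD4 protein; Read-out basis: % inhibition; Incubation: 45 min + 60 min at 25 °C; Repeats: single replicate; Technique: fluorescence polarization with parallel and perpendicular emission, 525/598 nm; Compound: 8.92 µM, single dose; Benchmarks: full inhibition S159A mutant plus DMSO, zero as sample-well median.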
# HTRA1 inhibitor: blocks human HTRA1 serine peptidase; inhibition, % at 5.96 µM; recombinant HTRA1, FP-rhodamine activity-based probe, fluorescence polarization; Q92743; 0.5% of 340,000 active; in the data active = inhibition above about 36%;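 note: 0% = enzyme with DMSO and 100% = wells lacking enzyme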
# rCAG binder: binds r(CAG) RNA repeats; r(CAG) RNA repeat, TO-PRO-1 dye displacement fluorescence; inhibition, % at 3 µM; 1.3% of 370,000 active; AID 651821;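 active = inhibition above the plate cutoff, the mean of all test compounds on that plate plus 3 SD, cut at about 35% in these data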;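 note: 0% = DMSO alone and 100% = 100 µM mitoxantrone as full dye displacement; higher means more dye released from RNA so lower well fluorescence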
# NPR2 activator: GC-B (human) receptor activation; P20594; HEK293-GC-B cells, CNP EC30, cGMP TR-FRET; 0% at EC30 CNP, 100% saturating CNP; activation, % at 10 µM; 0.11% of 370,000 active;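 active = activation at 10 µM reaching about 35% in either raw or pattern-adjusted values, limit read from the data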
# NPR1 activator: GC-A (human) enzyme activation; 0.14% of 370,000 active; activation, % at 10 µM; HEK293 GC-A cells, cGMP TR-FRET, EC30 ANP; 0% at EC30 ANP, 100% saturating ANP; P16066; AID 1671463; in the data active = activation above about 40%
# NR1D1 modulator: Rev-erb alpha (human) modulation; P20393; Rev-erbα–FITC-DNA binding, fluorescence polarization, 90 min; activity, % at 10 µM; 0.79% of 370,000 active; AID 1259318;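 active = activity above about 14%, limit read from the data; passing the limit was not always enough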;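 note: 0% = DMSO wells with 35 nM protein and 100% = DMSO wells with 750 nM protein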
# Target sequence (P20393 whole entry, looked up): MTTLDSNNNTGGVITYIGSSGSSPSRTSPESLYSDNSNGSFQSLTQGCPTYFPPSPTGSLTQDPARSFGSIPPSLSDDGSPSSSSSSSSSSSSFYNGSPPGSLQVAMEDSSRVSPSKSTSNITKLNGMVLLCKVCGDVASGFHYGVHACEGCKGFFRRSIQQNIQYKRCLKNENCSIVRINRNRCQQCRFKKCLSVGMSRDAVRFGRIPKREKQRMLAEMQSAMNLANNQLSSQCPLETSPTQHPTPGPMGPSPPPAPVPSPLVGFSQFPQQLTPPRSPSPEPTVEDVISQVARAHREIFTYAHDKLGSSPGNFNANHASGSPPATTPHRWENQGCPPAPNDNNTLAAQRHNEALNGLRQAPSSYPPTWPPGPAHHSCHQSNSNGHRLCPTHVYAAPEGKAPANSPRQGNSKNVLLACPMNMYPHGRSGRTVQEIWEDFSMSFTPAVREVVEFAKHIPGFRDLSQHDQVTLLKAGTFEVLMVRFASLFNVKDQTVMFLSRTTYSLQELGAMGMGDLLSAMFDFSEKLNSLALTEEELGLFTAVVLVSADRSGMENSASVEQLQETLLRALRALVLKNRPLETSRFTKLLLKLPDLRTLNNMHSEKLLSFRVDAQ
# PG9 Ab binder: binds the HIV-1 gp120 antibody PG9 | TR-FRET gp120-PG9 antibody binding | inhibition, % at 6.7 µM | 0.43% of 360,000 active | AID 624416; in the data active = inhibition above about 8.5%
# Starred values were filed as active, the others as inactive; / = no result given.
SMILES,ARFGAP1 inhibitor,SMARCA2 act,ASAP1 inh,ABHD4 inh,HTRA1 inhibitor,rCAG binder,NPR2 activator,NPR1 activator,NR1D1 modulator,PG9 Ab binder
Cc1ccc(CN2C(=O)CSC2c2cccnc2)cc1 (centres undefined),-8,3,-15,-2,13,-5,-5,-2,0,0.3
FC(F)(F)c1ccc(C2NCCc3sccc32)cc1 (centres undefined),3,3,-6,5,-1,-3,-16,-36,-5,-0.6
CCC(Sc1nc2ccc(C)cc2[nH]1)C(=O)O (centres undefined),9,2,6,-2,-6,0,2,6,-3,-0.3
CC(=O)Nc1ccc(NC(=O)C(C)OC(=O)CCc2nc3ccccc3s2)cc1 (centres undefined),1,0,6,-3,3,-4,-5,-1,-9,-0.2
COc1ccc(S(=O)(=O)N2CCCCC2)cc1NC(=O)Cc1ccsc1,-10,-1,3,-3,-16,0,-2,-2,-1,-0.6
Cc1ccc(NC(=O)CSc2nnc(-c3ccc(S(=O)(=O)N4CCCC4)cc3)o2)cc1C,-5,1,31*,-13,0,7,-8,-4,3,0.0
O=S(=O)(NCC[C@@H]1CC[C@H](NS(=O)(=O)c2cccc(F)c2)[C@@H](CO)O1)c1cccc(F)c1,3,-7,15,0,/,4,1,-2,3,1.2
Cc1ccccc1-c1csc(C(O)c2ccccc2)n1 (centres undefined),13,5,10,-23,/,5,2,-2,2,-1.4
O=c1nc(N/N=C/C=C/c2ccccc2)cn[nH]1,-1,12*,-17,-1,11,3,-4,-4,-6,-2.1
CN1CCN(C(=O)c2cc(=O)c3cc(Cl)ccc3o2)CC1,-2,-4,-11,-4,-1,-3,2,3,7,0.0
CC1(C)CC(=O)c2cc(C(=O)N3CCCC(C)(C)C3)c(=O)n(-c3ccccc3)c2C1,6,0,-7,4,2,-4,-1,3,-1,-0.8
COc1ccc(C(=O)N[C@H](C(=O)Nc2nc3c(s2)CCCC3)C(C)C)cc1,1,6,7,-7,-15,0,0,3,2,-1.9
CC(C)NC(=O)c1onc(CSc2ccc(Cl)cc2)c1C(=O)O,1,-1,7,0,-5,11,1,2,-6,-1.1
Cc1[nH]n(-c2ccccc2)c(=O)c1C=NC1CCCCCC1,7,0,-8,-1,-9,-6,-1,0,0,0.0
C#CCOCCOCCOCCNc1nc(N2CCN(C(=O)[C@H](C)n3cc(CCC(=O)O)nn3)CC2)nc(N2CCN(C(=O)[C@H](CCCCN)n3cc(CCCC)nn3)CC2)n1,-2,0,-3,8,-2,0,6,3,-7,0.9
COc1ccc(NC(=O)CCc2nnc3ccc(N4CCC(C)CC4)nn23)cc1,0,0,6,11,-3,-6,-6,-6,-1,0.4
O=C(NCCCc1ccncc1)C1CCC(=O)N(Cc2cccc(F)c2)C1 (centres undefined),-2,3,3,-2,1,0,0,2,-7,-3.1
CCOC(=O)C1CCCN(C(=O)c2ccc3c(c2)C(C)(C)CCC3(C)C)CC1 (centres undefined),-14,-8,-3,3,/,-1,5,1,0,-1.8
C(C#CCN1CCOCC1)#CCN1CCOCC1,1,-2,1,3,2,2,3,-1,0,-0.5
O=C(CCS(=O)(=O)c1ccc(Cl)cc1)N1CCN(S(=O)(=O)c2cccs2)CC1,-2,-3,-3,2,7,-1,0,3,1,0.7
C=CCOc1c(Br)cc(/C=N/n2c(CC)n[nH]c2=S)cc1Br,-3,-2,-7,-7,-22,12,-8,-3,5,-0.6
CCOC(=O)C1CCCN(C(=O)c2cc(Nc3ccc(OC)cc3)nc3ccccc23)C1 (centres undefined),-9,-2,13,-1,0,-2,4,-3,1,2.1
COc1ccc(C(C)=O)cc1COC(=O)[C@H](Cc1ccccc1)NC(=O)c1ccco1,-3,-1,-1,-5,-10,4,-3,-3,3,-1.5
O=C(Nc1nc(-c2ccccn2)cs1)c1cc(S(=O)(=O)N2CCOCC2)ccc1F,-16,1,-4,-2,6,9,5,4,9,1.1
C=CCOc1ccc(/C=C\c2nc(O)c([N+](=O)[O-])c(=O)[nH]2)cc1OCC,9,0,0,1,-6,13,4,-2,-2,-3.9
O=C(CN1C(=O)N/C(=C\c2ccccc2OCc2ccc(C(=O)O)cc2)C1=O)Nc1ccc(F)cc1,2,-6,-3,-79,-51,59*,2,0,3,-3.2
O=C(CN1CCOCC1)NNC(=O)c1ccc([N+](=O)[O-])cc1,1,-2,0,0,-3,1,-3,5,-7,-0.8
Cc1cc(C)cc(C(=O)N2CCN=C2SCc2ccc([N+](=O)[O-])cc2)c1,-2,-3,-8,-8,0,1,-3,-3,8,-2.7
CCCN1CCN(C(=O)Cn2cnc3sc(C)c(S(=O)(=O)N4CCC(C)CC4)c3c2=O)CC1,-2,0,-4,3,7,4,1,4,-3,-1.7
Cc1ccc2oc(=O)cc(/C=C/c3ccccc3)c2c1,3,-2,12,-5,-36,10,5,7,1,-2.0
CC(=O)NC(c1cccc(F)c1)c1nc(-c2ccc3ccccc3c2)cs1 (centres undefined),13,-4,9,-20,/,4,-8,-1,-6,-1.0
CCOc1ccc(NC(=O)C2CCCN2S(=O)(=O)c2ccc(OCC)cc2)cc1 (centres undefined),10,-5,-11,-3,1,-1,1,-2,6,0.7
CC(=O)c1ccc(OC(=O)COc2ccccc2Cl)cc1,-2,-2,12,4,6,4,-4,-1,-2,2.0
COc1ccc(C(=O)NC(=S)Nc2ccc(CN3CCCCC3)cc2)cc1Cl,14,0,2,-8,-15,2,-6,2,-3,-0.8
O=c1[nH]c2cc(Cl)c(Br)cc2o1,-1,-3,-8,-2,4,6,4,3,-1,1.1
COc1ccc(C(=O)C2CCCN(C(=O)c3ccc(F)cc3)C2)cc1OC (centres undefined),-3,1,-1,5,5,-8,-1,-4,-2,1.0
Cc1cc(C)c(C(=O)N2CCCC(Nc3ccc(C)c(C)c3)C2)o1 (centres undefined),9,1,-1,-1,2,-6,-5,-2,-1,-3.5
Cc1cc(C)n(-c2ccc(C(=O)Nc3nnc(C)s3)cc2)n1,-2,-1,7,-1,-1,-4,-7,0,1,0.4
COc1cc(CN2C[C@@H](CO)O[C@@H](n3cnc4c(N(C)C(C)C)ncnc43)C2)cc(OC)c1OC,6,2,3,6,/,-1,1,0,-7,1.3
CCCOc1ccc(-c2cc(C(=O)NCC3CCCO3)c3ccccc3n2)cc1 (centres undefined),27*,-5,-22,-3,-18,6,4,19,5,-0.5
CN(c1ccc(F)cc1)S(=O)(=O)c1ccc(Cl)c(C(=O)Nc2ccncc2)c1,7,-4,2,8,-12,3,-14,-32,7,0.8
CC(C)CC(N)c1csc(NC(=O)Nc2ccccc2-c2ccccc2)n1 (centres undefined),3,-6,-8,7,/,15,-2,-15,4,-1.2
CN(Cc1nc2ccccc2n1C)S(=O)(=O)c1ccc(F)cc1,8,1,-11,4,-6,-3,-1,-1,0,0.8
COc1cccc(/C=N\NC(=O)c2ccc(Cn3cc(Br)c([N+](=O)[O-])n3)o2)c1O,18,-5,12,12,-10,23,4,9,0,-2.5
NS(=O)(=O)c1ccc(CCNC(=O)COC(=O)C2CCCN2C(=O)c2cccs2)cc1 (centres undefined),12,-2,-5,3,-2,1,2,2,-3,1.9
COCCNC(=O)C1CC(c2cccc(F)c2)=NO1 (centres undefined),-6,0,8,12,0,1,-1,1,-10,0.8
COc1ccc(C2CC(c3ccccc3)=NN2C(=O)c2ccc(Cl)c([N+](=O)[O-])c2)cc1 (centres undefined),12,-2,4,0,-8,1,20,69*,5,-2.1
CCC(=O)Nc1ccc(C(=O)n2ccc(C)n2)cc1,-1,-2,4,7,25,1,-1,-1,-5,-0.8
CCOc1ccc(-c2nc[nH]c2[N+](=O)[O-])cc1,-7,-1,2,1,-3,1,-3,-3,5,1.5
O=C(OCCCOC(=O)c1ccc(O)cc1)c1ccc(O)cc1,6,-1,-5,-18,-5,0,-2,2,-1,-0.3
Cc1oc(-c2ccccc2Cl)nc1CS(=O)(=O)CC(=O)NCCN1CCOCC1,-3,-1,3,-2,2,2,5,3,-7,-1.0
C/C(=N/NC(=O)CNC(=O)COc1cccc(C)c1)c1ccco1,5,-6,6,-4,1,0,-1,-6,1,-0.6

# 13 entries out of the list, ordered by length of the SMILES, lowest first:
SMILES,ARFGAP1 inhibitor,SMARCA2 act,ASAP1 inh,ABHD4 inh,HTRA1 inhibitor,rCAG binder,NPR2 activator,NPR1 activator,NR1D1 modulator,PG9 Ab binder
C(C#CCN1CCOCC1)#CCN1CCOCC1,1,-2,1,3,2,2,3,-1,0,-0.5
CCC(Sc1nc2ccc(C)cc2[nH]1)C(=O)O (centres undefined),9,2,6,-2,-6,0,2,6,-3,-0.3
O=c1nc(N/N=C/C=C/c2ccccc2)cn[nH]1,-1,12*,-17,-1,11,3,-4,-4,-6,-2.1
CC(=O)c1ccc(OC(=O)COc2ccccc2Cl)cc1,-2,-2,12,4,6,4,-4,-1,-2,2.0
O=C(OCCCOC(=O)c1ccc(O)cc1)c1ccc(O)cc1,6,-1,-5,-18,-5,0,-2,2,-1,-0.3
C=CCOc1c(Br)cc(/C=N/n2c(CC)n[nH]c2=S)cc1Br,-3,-2,-7,-7,-22,12,-8,-3,5,-0.6
O=C(CN1CCOCC1)NNC(=O)c1ccc([N+](=O)[O-])cc1,1,-2,0,0,-3,1,-3,5,-7,-0.8
CC(=O)NC(c1cccc(F)c1)c1nc(-c2ccc3ccccc3c2)cs1 (centres undefined),13,-4,9,-20,/,4,-8,-1,-6,-1.0
COc1ccc(NC(=O)CCc2nnc3ccc(N4CCC(C)CC4)nn23)cc1,0,0,6,11,-3,-6,-6,-6,-1,0.4
COc1ccc(C(=O)N[C@H](C(=O)Nc2nc3c(s2)CCCC3)C(C)C)cc1,1,6,7,-7,-15,0,0,3,2,-1.9
CN(c1ccc(F)cc1)S(=O)(=O)c1ccc(Cl)c(C(=O)Nc2ccncc2)c1,7,-4,2,8,-12,3,-14,-32,7,0.8
C=CCOc1ccc(/C=C\c2nc(O)c([N+](=O)[O-])c(=O)[nH]2)cc1OCC,9,0,0,1,-6,13,4,-2,-2,-3.9
CC1(C)CC(=O)c2cc(C(=O)N3CCCC(C)(C)C3)c(=O)n(-c3ccccc3)c2C1,6,0,-7,4,2,-4,-1,3,-1,-0.8
